mcGAS MS inh = mouse cGAS inhibition by mass spec | Q8C6L5 | inhibition, % at 12.5 µM | 130,000 compounds, 0.18% hits | recombinant mouse cGAS, cGAMP by RapidFire MS;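 active means inhibition of cGAS enzyme activity at or above 60%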;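 further: enzyme stimulated by 45 bp dsDNA with ATP and GTP substrates; cGAMP share of summed cGAMP plus half ATP and half GTP signals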
Target sequence (Q8C6L5 whole entry, looked up): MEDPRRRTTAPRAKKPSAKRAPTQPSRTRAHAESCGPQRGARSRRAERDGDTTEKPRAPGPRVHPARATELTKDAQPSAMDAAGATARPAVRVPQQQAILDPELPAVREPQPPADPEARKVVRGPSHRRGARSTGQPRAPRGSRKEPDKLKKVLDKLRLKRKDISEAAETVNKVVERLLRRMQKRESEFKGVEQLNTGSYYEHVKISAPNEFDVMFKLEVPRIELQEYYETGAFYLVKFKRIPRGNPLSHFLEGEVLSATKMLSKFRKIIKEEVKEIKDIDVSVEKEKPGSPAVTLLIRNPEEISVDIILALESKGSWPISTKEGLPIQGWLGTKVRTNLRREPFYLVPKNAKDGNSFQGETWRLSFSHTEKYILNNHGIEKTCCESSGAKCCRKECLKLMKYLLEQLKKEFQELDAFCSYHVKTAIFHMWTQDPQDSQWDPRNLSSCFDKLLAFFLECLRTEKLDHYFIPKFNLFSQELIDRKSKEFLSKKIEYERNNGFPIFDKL
* hit, by the source's call. An excerpt; rates above refer to the full screens.

SMILES	mcGAS MS inh
COCCn1c(N2CCN(Cc3ccccc3)CC2)nc2c1c(=O)[nH]c(=O)n2C	0
COC(C)(C)c1noc(C2CCOc3ccccc32)n1 (stereo unspecified)	-8
Oc1cccnc1NC(c1ccc(Br)cc1)c1ccc2cccnc2c1O (stereo unspecified)	2
COc1ccccc1OCc1cc(C(=O)N2CCc3nnc(C)n3CC2)n[nH]1	-26
O=P1(Nc2cccc3ccccc23)C=C(c2ccccc2)OC(c2ccccc2)=C1	-17
OCC1(Cc2ccccc2F)CCCN(Cc2ccc3ccccc3n2)C1 (stereo unspecified)	-10
O=C(NCCN1CCOCC1)c1cccc(C2CCNC2)c1 (stereo unspecified)	-6
CC(C)n1nccc1NC(=O)c1cc(S(=O)(=O)N2CCOCC2)c[nH]1	-45
c1ccc2[nH]c(-c3nnco3)cc2c1	-3
O=C(c1cccs1)N1CCCC(N2CCN(c3ccccc3F)CC2)C1 (stereo unspecified)	-9
O=C(O)c1ccc2c(c1)C(=O)N(Nc1ccccc1[N+](=O)[O-])C2=O	-6
O=C(CSc1nc2[nH]ncc2c(=O)[nH]1)N1CCCc2ccccc21	-7
CN1CC2(CCCN(C(=O)CCc3nc4ccccc4s3)CC2)OC1=O (stereo unspecified)	-15
CS(=O)(=O)N1CCN(c2ccccc2[N+](=O)[O-])CC1	-4
CCc1ccc(-c2csc(NC(=O)C3=NN(C)C(=O)CC3)n2)cc1	7
CC(C)NC(=S)NN=Cc1sc(N2CCCCC2)nc1-c1cccs1	-14
O=C(Nc1cc(-n2cccc2)ccc1F)c1n[nH]c(=O)c2ccccc12	-27
Cc1cnc(C)c(N(C)C)n1	93*
Cc1ccc2cc(CN(Cc3nccn3C)C3CC3)c(=O)[nH]c2c1	-10
Cc1[nH]c(=S)[nH]c(=O)c1CCC(=O)N1CCOCC1	-13
CCCOc1ccccc1NC(N)=Nc1nc(C)cc(C)n1	-3
Cc1cccc(C)c1OCC(=O)NNS(=O)(=O)c1ccc2c(c1)OCCCO2	0
COc1cc2c(cc1OC)C(c1cccs1)N(C(=O)CNC(=O)C1CCOCC1)CC2 (stereo unspecified)	-3
O=C(CC12CC3CC(CC(C3)C1)C2)Nc1ncccc1O	-5
CCc1nc(C)c(C(C)N(C)CCOC)s1 (stereo unspecified)	-7
CC(C)NCC(=O)Nc1cc(N2CCN(C(=O)NC(C)C)CC2)ccc1Cl	-8
CC1=C(C(=O)N2CCC(C(=O)Nc3ccc(-c4cccc(C)c4)cc3)CC2)OCCO1	-6
O=S(=O)(c1c(Cl)cccc1Cl)N1CCN(Cc2ncc(-c3ccccc3)o2)CC1	-10
CCOc1ccc(C2=C(C(=O)CC)Sc3nnc(Cc4ccc(OC)cc4)n3N2C(=O)CC)cc1	-8
C=CCN1C(=O)C(C(=O)Nc2cccc(C)c2)C2CC1(C)Oc1ccccc12 (stereo unspecified)	-8
CC1CN(Cc2cc(=O)n3c4c(sc3n2)CCCC4)CC(C)O1 (stereo unspecified)	-8
Cc1cccc(CN2CCN(Cc3ccc4occc4c3)CC2)c1	-10
C=CCNC(=O)CC1C(=O)NCCN1Cc1ccc(-c2ccccc2)cc1 (stereo unspecified)	-6
COc1cccc2c1OCC(C(=O)NC(C)(C)c1cn(-c3ccccc3)nn1)C2 (stereo unspecified)	-9
CC1(C(=O)NS(=O)(=O)c2cccs2)CCN1C(=O)C1(c2ccc(Cl)cc2)CCC1 (stereo unspecified)	-12
CC(=O)NC(C(=O)N(C)c1nccs1)C(C)C (stereo unspecified)	0
Cc1ncsc1CCC(=O)N1CCCC(N(C)Cc2ccccc2)C1 (stereo unspecified)	-2
O=C(CC1CCc2ccccc21)NCCS(=O)(=O)N1CCCC1 (stereo unspecified)	-16
CN(C)c1nc(-c2cccnc2)nc2c1CCN(C(=O)C1CC=CCC1)C2 (stereo unspecified)	2
c1ccc2c(c1)c(-n1ccnc1)nn1nnnc21	-12
Cc1sc2nc(C(C)Sc3nnc(C)n3C3CC3)[nH]c(=O)c2c1C (stereo unspecified)	3
CCCOc1ccc(Oc2ncccc2CN)cc1	1
Cc1cc(C(C#N)c2nc3ccccc3o2)nc(N2CCOCC2)n1 (stereo unspecified)	-5
CN1CCC(Cc2noc(-c3cccc(-c4cn[nH]c4)c3)n2)CC1	-16
C=CCc1cc(OC)ccc1OCC(=O)Nc1ccc(C(N)=O)cc1	1
C[C@H]1C(=O)N2[C@@H]1C=CC(C(=O)OCC[Si](C)(C)C)=CN2C(=O)c1ccccc1	-11
Cc1cc(=O)[nH]c(-n2ncc(C(=O)Nc3nc(C)cs3)c2C)n1	-5
Cc1cc(C)c2c3c(sc2n1)C1(CCOC1C)C(C#N)C(=N)O3 (stereo unspecified)	-7
Cc1cn2c3c(=O)n(C)c(=O)n(C)c3nc2n1-c1cccc(O)c1	5
O=C(c1cc(COc2ccccc2)[nH]n1)N1CCN(C(=O)c2ccco2)CC1	4
C(=NC1=NN(c2ccccc2)CC1)N1CCCCCC1	9
COc1ccccc1C(=O)C1CCCN(Cc2cccc(OCCO)c2)C1 (stereo unspecified)	4
Cc1ccc(C(=O)N(Cc2ccc(C3CC3C)o2)C2CC2)cc1S(C)(=O)=O (stereo unspecified)	5
COc1ccc(C(=O)O)cc1S(=O)(=O)N1CCCCC1C (stereo unspecified)	-3
COCC(=O)N1CCCN(Cc2cccc(OC)c2O)CC1	-32
C/C=C/COC(=O)C1=C(C)NC(=O)NC1c1cccc(OC)c1 (stereo unspecified)	0
O=S(=O)(c1cccs1)N(C1CC1)C1CCc2ccccc21 (stereo unspecified)	0
O=C(c1cc(=O)[nH]c2ccccc12)N1CCCC(c2nnc3n2CCCCC3)C1 (stereo unspecified)	-2
C=CCNC(=O)CSc1nnc(-c2cccs2)o1	-3
COc1ccc(C(=O)N2CCOC(CCc3ccccc3)C2)cc1F (stereo unspecified)	-7

Following part
SMILES	mcGAS MS inh
Cc1ccc(-c2nnc(CCC(=O)N(C)C3CCN(C)CC3)c(=O)[nH]2)cc1	-7
CCN1CCN(C2=CC(=[N+]3CCCC3)CC(C)(C)C2)CC1	-16
CC(C#N)CNC(N)=NCc1ccccc1 (stereo unspecified)	-5
COc1ccc(OC)c(C2c3[nH]c4ccccc4c3CCN2CCCC#N)c1 (stereo unspecified)	-1
COc1cc(C(=O)N2CCN(C(=O)N3CCCCC3)CC2)cc(Cl)c1OCC(C)C	5
O=C(Nc1ccccc1F)Nc1cccc2c1CCCN2	-3
CCn1ncnc1C1CC(=O)Nc2n[nH]c(C(=O)OC)c21 (stereo unspecified)	-12
COc1cc(NC2CC(=O)N(c3ccccc3F)C2=O)cc(OC)c1 (stereo unspecified)	0
COCCN1CCCC2(CCN(C3CCN(c4ccc(OC)cc4)CC3)C2)C1 (stereo unspecified)	-4
Cc1[nH]nc(NCCc2ccccc2)c1[N+](=O)[O-]	0
O=C(CCc1ccc(F)c(F)c1)Nc1cc(F)cc(N2CCOCC2)c1	-16
N#Cc1c(NC(=O)CSc2ncnc3sccc23)oc(-c2ccco2)c1-c1ccco1	48
N#CNC1=NC2CCCCC2N1 (stereo unspecified)	-4
Cc1cccc(C2(NC(=O)NCc3ccnc(C)n3)CCCC2)c1	-11
CCC(NC(=O)CC1CCCO1)c1ccccc1OCC(=O)N1CCCC1 (stereo unspecified)	5

16 successive records already listed, for reference:
SMILES	mcGAS MS inh
CN1CC2(CCCN(C(=O)CCc3nc4ccccc4s3)CC2)OC1=O (stereo unspecified)	-15
CS(=O)(=O)N1CCN(c2ccccc2[N+](=O)[O-])CC1	-4
CCc1ccc(-c2csc(NC(=O)C3=NN(C)C(=O)CC3)n2)cc1	7
CC(C)NC(=S)NN=Cc1sc(N2CCCCC2)nc1-c1cccs1	-14
O=C(Nc1cc(-n2cccc2)ccc1F)c1n[nH]c(=O)c2ccccc12	-27
Cc1cnc(C)c(N(C)C)n1	93*
Cc1ccc2cc(CN(Cc3nccn3C)C3CC3)c(=O)[nH]c2c1	-10
Cc1[nH]c(=S)[nH]c(=O)c1CCC(=O)N1CCOCC1	-13
CCCOc1ccccc1NC(N)=Nc1nc(C)cc(C)n1	-3
Cc1cccc(C)c1OCC(=O)NNS(=O)(=O)c1ccc2c(c1)OCCCO2	0
COc1cc2c(cc1OC)C(c1cccs1)N(C(=O)CNC(=O)C1CCOCC1)CC2 (stereo unspecified)	-3
O=C(CC12CC3CC(CC(C3)C1)C2)Nc1ncccc1O	-5
CCc1nc(C)c(C(C)N(C)CCOC)s1 (stereo unspecified)	-7
CC(C)NCC(=O)Nc1cc(N2CCN(C(=O)NC(C)C)CC2)ccc1Cl	-8
CC1=C(C(=O)N2CCC(C(=O)Nc3ccc(-c4cccc(C)c4)cc3)CC2)OCCO1	-6
O=S(=O)(c1c(Cl)cccc1Cl)N1CCN(Cc2ncc(-c3ccccc3)o2)CC1	-10

Continuation:
SMILES	mcGAS MS inh
Cc1cccc(NC(=O)COc2ccccc2C(C)C)n1	-9
CC1CCCN(C(=O)c2ccc(Br)o2)C1 (stereo unspecified)	54
COc1cccc(-n2c(=O)c3c(n4cnnc24)-c2ccccc2CC32CCCCC2)c1	-12
O=C(CCc1ccc2c(c1)OCO2)N1CCc2c([nH]c3ccccc23)C1c1ccccc1F (stereo unspecified)	-1
CC(C)C(=O)Nc1ccccc1CN(C)C(=O)C(C)C	-2
CCOC(=O)N1CCC(NC(=O)c2cc(=O)c(OCc3ccc(F)cc3)co2)CC1	-9
COC(=O)c1sc2nc(-c3ncn[nH]3)[nH]c(=O)c2c1C	39
COC(=O)c1ccc(NC(=O)C2CC(=O)N(C)C(=Nc3cc(Cl)ccc3Cl)S2)cc1 (stereo unspecified)	3
CCC(CC)C(=O)N1CCN(c2ccc(Nc3ccncc3)nn2)CC1	-7
CN(Cc1cccc(F)c1)C(=O)c1ccc(NC(=O)C2CC2)s1	-13
O=C(O)c1cc(Br)c[nH]1	-7
CCOc1ccc2nc(S(N)(=O)=O)sc2c1	-2
c1ccc(Sc2nc(N3CCOCC3)nc(N3CCOCC3)n2)nc1	-30
Cc1cc2c(cc1C)[n+](C)cn2CC(O)COc1c(C)cccc1C (stereo unspecified)	-49
Cc1c(Br)c(C(F)(F)F)nn1CC(=O)NCc1cccs1	-4
CC(=O)Oc1c(-c2ccc(N)cc2)c(-c2cccc(C)c2)nn1-c1cccc(C)c1C	-14
O=C(NNC1CCS(=O)(=O)C1)c1ccc(Br)o1 (stereo unspecified)	-1
CCNC(=O)C1(C)CCN(Cc2ccc(-c3ccccc3)cc2)C1 (stereo unspecified)	-1
O=C(Cc1ccc(OC(F)F)cc1)Nc1cccnc1N1CCSCC1	-2
Cn1c(=O)[nH]c(=O)c2c1nc(CN1CCOCC1)n2Cc1ccccc1F	-8
C=C(C)COc1ccc(C(=O)NCC(C)n2cncn2)cc1 (stereo unspecified)	-18
CCNC(=O)NC1CN(C(C)c2nc(C(C)(C)C)no2)C[C@@H]1OC (stereo partly specified)	6
N#Cc1ccccc1CN1CCN(c2ncc(C(=O)NCC3CC3)s2)C1=O	-10
O=S(=O)(c1ccc(Cl)cc1C(F)(F)F)N(Cc1ccccc1F)C1CC1	10
C=CCNC(=S)NN=Cc1ccc(C(F)(F)F)cc1	-13
CC(C)NC(=S)NN=C1CCCCCC1	-4
CC(C)c1nnc(NC(=O)c2cccc(I)c2)s1	-2
CC(C(=O)Nc1ccc(OCCc2ccccc2)nc1)n1cncn1 (stereo unspecified)	2
c1cnc(N2CCCC(NCc3nc4c(s3)CCCC4)C2)nc1 (stereo unspecified)	-5
c1ccc(CNc2nc(-c3ccccc3)nc3ccccc23)cc1	-4
CCCCOc1ccc(C(=O)Nc2cc(C3CC3)nn2-c2nc(C)cc(=O)[nH]2)cc1	-6
COc1ccc(S(=O)(=O)N2CCCC2CNC(=O)C(=O)NCCCN(C)C)cc1 (stereo unspecified)	-5
COC(=O)c1cc2n(n1)CCN(Cc1nc3ccccc3n1C(C)C)C2	0
Cn1nc([N+](=O)[O-])nc1Oc1ccc2ccc(=O)oc2c1	-15
Cc1ccc(CCC(=O)NNC(=O)CCc2ccc(C)o2)o1	-11
CCC(C)C(C(=O)OCC(=O)c1ccc2[nH]c(=O)[nH]c2c1)c1ccccc1 (stereo unspecified)	-1
Cc1cc(N2CCOCC2)ccc1NC(=O)c1ccc(C(F)(F)F)nc1	-14
C=CCn1c(SCC(=O)N2CCN(c3ccccc3)CC2)nc2sc(C)cc2c1=O	2
Cc1cc(-c2csc(Cc3ncc(Cl)n3C)n2)c(C)s1	-8
Cc1nc2ccccn2c1C=NNc1nc2ccccc2[nH]1	53
O=C(NCc1nnnn1-c1ccccc1)c1ccccc1C1CCNC1 (stereo unspecified)	-2
CC(OC(=O)CN(C)c1ncccn1)C(=O)NC(C)(C#N)C(C)C (stereo unspecified)	2
Fc1ccc(C2=Nc3nnnn3C(c3ccc(Cl)c(Cl)c3)C2)cc1 (stereo unspecified)	-2
Cc1ccc(C)c(-n2nc(-c3ccccc3Cl)cc2C(=O)O)c1	2
O=C(c1cn(CCc2ccccc2)nn1)N1CCC(c2ccccc2Cl)C1 (stereo unspecified)	-14

The final 2 entries of the section before open the next one:
SMILES	mcGAS MS inh
Cc1ccc(C)c(-n2nc(-c3ccccc3Cl)cc2C(=O)O)c1	2
O=C(c1cn(CCc2ccccc2)nn1)N1CCC(c2ccccc2Cl)C1 (stereo unspecified)	-14
CC1CCN(C(=O)c2cn(-c3cc(N4CCOCC4)ncn3)cn2)CC1	-8
CC1CCCN(S(=O)(=O)N2CCOC3(CCCC3)C2)C1 (stereo unspecified)	-8
O=C(CCNC(=O)C12CC3CC(CC(C3)C1)C2)NNC(=O)c1ccccn1	-6
Cc1noc(C)c1S(=O)(=O)N(C)Cc1cc(F)cc2cccnc12	-18
Fc1ccc(CN(Cc2ccncc2)Cc2c(Cl)cncc2Cl)cc1	-18
CC(NC(=O)C1(C#N)CCCCC1)c1cccc(-n2ccnc2)c1 (stereo unspecified)	-11
CCc1nn2c(C)c(C)c(C)nc2c1C	-9
Cc1nc(CN(C)Cc2cccc(C(=O)Nc3cccnc3)c2)cs1	-10
N#Cc1ncn(CC(=O)Nc2ccc3c(c2)OC2(CCCC2)O3)n1	11
CCN(CC)Cc1nnc2sc(-c3cccc(Br)c3)nn12	-13
CCCCC(CC)C(=O)NS(=O)(=O)c1ccc(C#N)cc1 (stereo unspecified)	1

Screens from PubChem BioAssay.
